Screening results from PubChem.
PHOSPHO1 inh = blocks human PHOSPHO1 phosphatase activity. recombinant PHOSPHO1, absorbance phosphatase assay. Q8TCT1. 290,000 tested, 1.1% active. inhibition, % at 13.3 µM; in the data active = inhibition above about 60%
Target sequence (Q8TCT1 whole entry, looked up): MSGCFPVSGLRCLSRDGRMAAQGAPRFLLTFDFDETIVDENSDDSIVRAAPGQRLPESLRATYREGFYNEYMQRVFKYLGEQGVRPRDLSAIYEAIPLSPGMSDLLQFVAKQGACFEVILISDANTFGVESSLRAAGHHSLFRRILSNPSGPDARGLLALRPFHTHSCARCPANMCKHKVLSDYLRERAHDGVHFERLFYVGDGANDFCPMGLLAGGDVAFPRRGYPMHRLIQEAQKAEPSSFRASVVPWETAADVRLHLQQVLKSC
pCIP destab = p/CIP protein destabilization; Q05BA5; F442A p/CIP-EGFP cells, EGFP fluorescence, 16 h; decrease of EGFP signal, % at 10 µM; 290,000 tested, 0.01% active; AID 1984;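 active = EGFP signal decrease of at least 30% at 10 µM or well 3 SD below plate mean, unless failing retest; inactive = the rest, including hits failing retest or dose response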; note: some compounds called inactive have numbers as strong as hits; many of its hits are not listed in these tables
HCV NS3 hel inh = HCV NS3 helicase inhibition; NS3 helicase DNA unwinding, Cy5 molecular beacon fluorescence; inhibition, % at 10.9 µM; 290,000 tested, 0.56% active; AID 1800;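 active = inhibition above the mean of all tested compounds plus 3 SD, set per campaign, cut at about 35% in these data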;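 note: 0% = DMSO wells and 100% = thioflavine S control wells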
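System: Hepatitis C virus NS3 helicase domain fragment enzyme | Reagent: Annealed dual-labelled DNA beacon duplex, ATP-started | Compound dosing: 10.9 µM single point, 0.8% DMSO | Incubation: 1 h reaction at 25 °C, ATP-initiated | Technique: Cy5 fluorescence | Evaluation: Percent inhibition from t60/t0 fluorescence ratio | Benchmarks: Low DMSO, high thioflavine S at 110 µM | Replication: Singlicate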
UBC9 SUMO inh = inhibitors of human SUMOylation (UBC9); 290,000 tested, 0.36% active; P63279; HTRF SUMOylation assay, SAE1/SAE2 + UBC9, in vitro; inhibition, % at 35 µM; in the data active = inhibition above about 50%, passing the limit was not always enough; note: strong numbers were not always called active
Target sequence (P63279 whole entry, looked up): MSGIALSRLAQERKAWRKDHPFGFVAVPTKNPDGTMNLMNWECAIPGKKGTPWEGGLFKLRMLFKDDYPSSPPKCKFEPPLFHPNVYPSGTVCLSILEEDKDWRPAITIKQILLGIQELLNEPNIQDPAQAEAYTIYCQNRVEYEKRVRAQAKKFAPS
DNA FID counter = counter-screen for HCV NS3 helicase inhibitors: DNA intercalator displacement. DNA fluorescent intercalator displacement, fluorescence. inhibition, % at 7.9 µM. 290,000 tested, 0.17% active. AID 1845; in the data active = inhibition above about 37%;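 note: 0% = vehicle and 100% = reference compound; higher means more ethidium bromide displaced from hairpin DNA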
IDE act = activators of human insulin-degrading enzyme in cells | P14735 | HEK cells, FAbeta-B cleavage, fluorescence polarization; 0% vehicle, 100% cell-free pure enzyme wells | activation, % at 5.96 µM | 340,000 tested, 0.073% active;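 active = activation above the mean of all tested compounds plus 3 SD, set per screening campaign, cut at about 17% in these data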
IMP-1 inh = blocks Pseudomonas aeruginosa IMP-1 metallo-beta-lactamase | purified IMP-1, nitrocefin hydrolysis, epi-absorbance fluorescence | inhibition, % at 5.6 µM | 290,000 tested, 0.45% active | AID 1556;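 active = inhibition above the mean plus 3 SD of all compounds in the same screening run, cut at about 4.5% in these data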;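 note: 0% = IMP-1 with DMSO and 100% = DMSO wells lacking enzyme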
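Test system: recombinant IMP-1 enzyme, purified / Medium: HEPES buffer pH 7.1 with ZnSO4 and Brij 35 / Doses: single dose, 5.6 µM / Times: 25 °C, 15 min preincubation, 25 min reaction / Detection: Epi-absorbance via hydrolysed-nitrocefin quenching of white-plate fluorescence, 480/530 nm, EDTA stop / Evaluation: percent inhibition from optical density relative to buffer-blank wells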
VIM-2 inh = inhibitors of Pseudomonas aeruginosa VIM-2 metallo-beta-lactamase | purified VIM-2, nitrocefin hydrolysis, epi-absorbance fluorescence | inhibition, % at 5.6 µM | 290,000 tested, 0.89% active | AID 1527;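 active = inhibition above the mean of all tested compounds plus 3 SD, cutoff set per screening run, cut at about 7.5% in these data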;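 note: red hydrolysis product quenches plate fluorescence so inhibitors raise well fluorescence; 0% = enzyme with DMSO and 100% = DMSO without enzyme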
MEKK3 PB1 HTS = MEKK3-MEK5 PB1 interaction, increase or decrease; binding response (% of control), % at 10 µM; 290,000 tested, 1.4% active; Q99759; bead-based flow cytometry, Alexa488-MEK5 binding to MEKK3; actives lie on both sides; 0 = blocked by unlabeled MEK5, 100 = vehicle;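 active = binding response more than 3 SD above or below the average of its plate-row segment, actives on both sides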;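 note: Alexa488 bead fluorescence after subtracting the streptavidin-only scavenger bead signal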
Target sequence (Q99759 whole entry, looked up): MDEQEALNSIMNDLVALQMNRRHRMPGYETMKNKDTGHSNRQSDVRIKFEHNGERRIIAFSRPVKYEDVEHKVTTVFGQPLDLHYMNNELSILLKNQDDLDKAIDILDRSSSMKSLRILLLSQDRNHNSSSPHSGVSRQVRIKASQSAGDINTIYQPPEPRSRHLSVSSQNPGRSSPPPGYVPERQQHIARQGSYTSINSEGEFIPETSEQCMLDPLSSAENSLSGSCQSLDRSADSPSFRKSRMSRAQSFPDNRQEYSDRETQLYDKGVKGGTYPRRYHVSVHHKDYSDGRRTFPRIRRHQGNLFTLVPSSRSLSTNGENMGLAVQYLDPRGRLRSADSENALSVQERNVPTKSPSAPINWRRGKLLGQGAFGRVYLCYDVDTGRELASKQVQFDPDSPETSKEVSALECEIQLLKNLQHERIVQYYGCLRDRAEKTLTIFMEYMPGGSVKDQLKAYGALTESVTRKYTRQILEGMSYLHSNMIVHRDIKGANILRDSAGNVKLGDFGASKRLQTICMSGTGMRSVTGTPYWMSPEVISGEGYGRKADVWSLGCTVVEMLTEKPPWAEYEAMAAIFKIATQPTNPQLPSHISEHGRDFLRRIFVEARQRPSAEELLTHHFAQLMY
The depositor's hits bear a star; . = no result given.

entry	Molecule	PHOSPHO1 inh	pCIP destab	HCV NS3 hel inh	UBC9 SUMO inh	DNA FID counter	IDE act	IMP-1 inh	VIM-2 inh	MEKK3 PB1 HTS
1	O=C(C1CCN(S(=O)(=O)c2ccc(-n3cnnn3)cc2)CC1)N1CCCCC1	30	-4	-6	-7	-11	-2	-2.3	-0.5	102
2	Cn1c(SCC(=O)c2ccccc2)nnc1C1COc2ccccc2O1 (configuration not stated)	25	2	-7	19	-26	-1	2.2	1.6	98
3	CN(C)CCCNc1cn[nH]c(=O)c1Cl	19	-7	6	9	0	-3	-3.4	-3.1	103
4	CCOc1ccccc1N(CC(=O)NCCc1ccc(OC)c(OC)c1)S(=O)(=O)c1ccccc1	28	-8	-2	-3	-49	1	-2.9	-1.6	97
5	O=C(N/N=C/c1ccco1)c1cc(-c2ccccc2)n[nH]1	-6	-4	0	32	-4	2	-4.6	-0.7	109
6	CSc1cccc(NCc2ccc([N+](=O)[O-])cc2)c1	46	-5	4	-3	17	1	-1.5	-2.6	81
7	Oc1cccc2ccc(/C=C/c3cccs3)nc12	34	10	19	16	-8	-8	-4.2	-1.5	105
8	Cc1cc(Cl)cc(Cl)c1OCC(=O)NCc1ccco1	10	8	31	15	-14	4	0.4	0.3	91
9	Cc1nc(S(=O)(=O)Nc2ccccc2C(=O)NCC2CC2)cn1C	63*	-2	0	1	-4	-2	-1.8	-2.4	98
10	Oc1ccc(/C=N/Nc2ccc(C(F)(F)F)cn2)cc1O	28	-9	4	1	2	.	-3.5	-3.7	107
11	O=C(N/N=C/c1ccccn1)c1ccco1	22	-4	4	19	1	3	-3.5	-3.4	116
12	CCCN1CCC(NC(=O)Nc2cccc3ccccc23)CC1	20	6	4	12	3	-1	-2.0	-2.2	105
13	COc1cccc(N2CCN(C(=O)C3C4C=CC5(CN(Cc6ccccc6Cl)C(=O)C35)O4)CC2)c1 (configuration not stated)	0	-9	5	13	-31	4	-3.0	-4.6	87
14	Cc1c(C(=O)N2CCN(c3ccccc3)CC2)sc2nc3n(c(=O)c12)CCC3	11	9	0	-3	-32	4	-1.9	1.4	104
15	CC(=O)c1cccc(NC(=O)C2C3CCC(C3)C2C(=O)O)c1 (configuration not stated)	3	0	-4	19	2	-3	-0.7	0.2	105
16	COc1cccc(NC(=O)N(CCN(C)C)C(C)c2cccnc2)c1 (configuration not stated)	41	-1	-1	-1	-2	2	-1.4	-0.1	98
17	O=C(N/C(=C\c1ccc([N+](=O)[O-])cc1)C(=O)N1CCCCC1)c1ccccc1	-10	2	-3	10	-7	5	-2.1	-2.9	103
18	CCOC(=O)C1(Cc2ccccc2C)CCCN(S(C)(=O)=O)C1 (configuration not stated)	19	-7	6	12	-19	3	1.8	2.7	103
19	O=C(c1cccnc1NCc1ccccc1)N1CCOCC1	21	-6	1	9	2	-1	-4.3	-1.1	105
20	Cc1nc(N2CCCCC2)c2sc(=S)n(C)c2n1	14	-11	3	-3	-4	3	-2.9	-2.4	85
21	Cc1ccc(NCc2ccc([N+](=O)[O-])s2)cc1	29	-18	1	6	6	2	-1.6	-2.5	101
22	Cc1nc(=O)c(-c2ccccc2)c(C)n1-c1ccc(Br)cc1	16	2	-5	4	-12	.	-1.4	1.8	108
23	O=C(C1CCCN(S(=O)(=O)c2cnc[nH]2)C1)N1CCN(c2ccc(Cl)cc2)CC1 (configuration not stated)	-2	-2	-1	-11	-15	6	-3.4	-1.6	108
24	CCc1ccc2nc(N(CCCN(C)C)C(=O)c3ccc(S(=O)(=O)N(C)C4CCCCC4)cc3)sc2c1	27	-16	-36	17	37	6	-2.0	-2.8	114
25	CCOC(=O)CNC(=O)N1CCCC(C(=O)c2cccc(Cl)c2)C1 (configuration not stated)	-12	-13	-2	9	-8	3	-1.9	0.1	106
26	Cc1ccccc1C(=O)NNC(=O)/C=C/c1ccccc1	28	-6	-9	-12	-2	2	-2.6	-4.5	97
27	CC1CN(c2cnn(C(C)C)c(=O)c2Cl)CC(C)O1 (configuration not stated)	-3	0	14	-10	-4	5	-3.9	-1.6	101
28	O=C(O)c1ccc(CN2C(=O)c3ccc(C(=O)O)cc3C2=O)cc1	2	5	-1	18	1	2	-1.4	-2.1	103
29	CC(C)CCn1nnnc1CN1CCN(c2ccc(F)cc2)CC1	35	-3	-3	2	-17	7	-1.5	-3.7	104
30	COc1ccc(C(=O)NNC(=O)CN2CCC(n3nnc4cc(C)ccc43)CC2)cc1	0	2	3	-18	-14	-2	-2.5	-0.4	101
31	N#CC1=C(N)NC(SCC(=O)c2ccc(Br)cc2)=C(C#N)C12CCCCC2	10	2	-5	-19	-3	4	1.9	-2.6	94
32	Cc1c(C(=O)N2CCN(c3ccc(F)cc3)CC2)sc2nc3n(c(=O)c12)CCC3	24	-16	5	-1	-41	7	-2.9	-1.9	101

Part of the list above in a different format.
Below each compound – PHOSPHO1 inh | pCIP destab | HCV NS3 hel inh | UBC9 SUMO inh | DNA FID counter | IDE act | IMP-1 inh | VIM-2 inh | MEKK3 PB1 HTS
27	CC1CN(c2cnn(C(C)C)c(=O)c2Cl)CC(C)O1 (configuration not stated)
  -3 | 0 | 14 | -10 | -4 | 5 | -3.9 | -1.6 | 101
28	O=C(O)c1ccc(CN2C(=O)c3ccc(C(=O)O)cc3C2=O)cc1
  2 | 5 | -1 | 18 | 1 | 2 | -1.4 | -2.1 | 103
31	N#CC1=C(N)NC(SCC(=O)c2ccc(Br)cc2)=C(C#N)C12CCCCC2
  10 | 2 | -5 | -19 | -3 | 4 | 1.9 | -2.6 | 94
25	CCOC(=O)CNC(=O)N1CCCC(C(=O)c2cccc(Cl)c2)C1 (configuration not stated)
  -12 | -13 | -2 | 9 | -8 | 3 | -1.9 | 0.1 | 106

(more compounds)
entry	Molecule	PHOSPHO1 inh	pCIP destab	HCV NS3 hel inh	UBC9 SUMO inh	DNA FID counter	IDE act	IMP-1 inh	VIM-2 inh	MEKK3 PB1 HTS
33	C=CCOC(=O)C1=C[C@H](c2cn(C(C)=O)c3ccccc23)[C@@H](CCCO)[C@H](OCC)O1	18	-5	-7	7	-36	1	-1.2	0.0	99
34	CC(C)OC(=O)C1C(=O)CC(C)(O)C(C(=O)OC(C)C)C1c1cccnc1 (configuration not stated)	18	-4	-1	-6	-18	7	-3.6	-3.5	93
35	COc1ccc(/C=N/OC/C(O)=C(\C#N)c2nc3ccccc3[nH]2)cc1OC	1	-16	12	20	-6	11	0.7	-1.3	101
36	CN1CCN(CCCNC(=S)Nc2ccc(F)c(Cl)c2)CC1	28	8	-4	4	5	-3	-1.0	0.7	101
37	COc1ccc(Cl)cc1NC(=O)COC(=O)c1cc(NS(=O)(=O)c2cccs2)ccc1O	0	16	0	-11	-3	3	-0.8	0.8	86
38	CCCN(Cc1cc2cc(OC)ccc2[nH]c1=O)C(=O)c1ccncc1	10	0	4	-1	-12	4	-1.7	-2.4	104
39	Cc1ccc(-c2cc(C(=O)O)n(-c3ccc(S(N)(=O)=O)cc3)n2)cc1	21	1	13	14	-9	-1	-1.3	-2.5	104
40	CC(C)c1nnc(NC(=O)C2CCCN2C(=O)Nc2cccc(Cl)c2)s1 (configuration not stated)	4	7	-2	-14	-13	-2	-2.8	-1.5	99
41	O=C(Nc1cn(-c2ccccc2)nc1-c1ccccc1)c1ccccc1	-2	-8	10	-9	-15	5	-2.5	-3.1	97
42	CC1CCN(S(=O)(=O)c2ccc(NC(=O)CN3CCCC3)cc2)CC1	37	-9	-16	-3	8	-1	-2.4	-2.7	103
43	Cc1nc2c(-c3ccc(F)cc3)c(C)nn2c(N2CCOCC2)c1C	0	3	13	-5	-12	-1	-0.8	-1.8	106
44	Cc1nn2c(NC(C)C)c3c(nc2c1-c1ccccc1)CCC3	-23	-1	-3	-1	-21	-1	-2.6	-1.9	98
45	O=S1(=O)N=C(N(CCO)/N=C/C=C/c2ccccc2)c2ccccc21	-17	1	3	-5	-24	-4	-1.6	1.9	102
46	CN(C)CCCN(C(=O)COc1ccccc1)c1nc2ccc(Cl)cc2s1	15	-2	-6	-7	11	-4	-0.7	-1.3	105
47	COc1ccc(N2CCN(C3CCCN(Cc4ccc(F)cc4Cl)C3)CC2)cc1 (configuration not stated)	8	-8	-4	0	0	1	-1.4	0.0	103
48	Cc1cc(/C=C2/SC(=S)N(c3cccc(Cl)c3)C2=O)c(C)n1-c1cccnc1	.	.	7	.	-6	3	0.7	-0.2	98
49	Cc1cccnc1NC(=O)Nc1cccc(C(F)(F)F)c1	-5	-1	-3	6	3	-4	-5.4	-5.6	97
50	Cn1c(CNC(=O)c2ccco2)nnc1SCC(=O)Nc1cccc(F)c1	42	-10	-3	11	2	4	-2.6	-1.1	98
51	O=C(COc1ccc(Cl)cc1)Nc1ccccc1N1CCOCC1	-12	-11	-2	11	-8	.	-3.1	-3.1	101
52	CCS(=O)(=O)N1CCN(c2ccccn2)CC1	1	-4	-7	17	0	-3	-1.9	-1.5	64
53	COc1ccc(N2C(=O)C3CCCN3C2c2ccccc2F)cc1 (configuration not stated)	-13	-2	7	14	0	2	-1.9	-3.8	99
54	c1cc2c(cc1-c1cnc3n1CCC3)OCCO2	1	-4	3	13	2	1	-0.8	1.7	109
55	CN(C)C(=O)COC(=O)c1ccccc1OCC(=O)Nc1ccc(SC(F)F)cc1	33	3	-3	-12	-35	-1	-2.5	-5.9	101
56	CCn1cc(C(=O)N2CCN(c3ccc(F)cc3)CC2)c2cc(OC)c(OC)cc2c1=O	32	-5	10	9	-8	0	-2.0	-0.6	100
57	O=C1C2C3c4ccccc4C(c4ccccc43)C2C(=O)N1Cc1cccnc1 (configuration not stated)	-4	-11	1	24	-5	3	-2.1	-0.5	94
58	COc1ccc(NC(=O)c2ccc(COc3ccc(C)cc3)o2)cc1	39	0	-4	1	-18	-8	-5.4	-4.1	100
59	CCn1nc(C)cc1-c1nnc(Sc2ncc([N+](=O)[O-])s2)n1C	24	-35	-1	5	0	-6	-4.2	-1.8	95
60	COc1ccc(C=Nc2cccc3c(=O)[nH][nH]c(=O)c23)c2ccccc12	14	-14	-3	9	-4	-2	27*	-0.6	102
61	CCOC(=O)Cc1c(Sc2ccccc2)c2cc(C)ccc2n1C	-21	0	-11	-24	2	7	-1.0	-0.5	104
62	CC(=O)NC12CC3CC(CC(CC(=O)O)(C3)C1)C2	7	-3	0	16	1	-2	-8.0	-3.6	99
63	Cc1nnc(SCC(=O)Nc2cccc(C(F)(F)F)c2)n1Cc1ccco1	38	2	3	-11	-11	5	-4.5	-2.2	100
64	Cc1ccc(C2C(C(=O)c3ccco3)=C(O)C(=O)N2c2ncccn2)cc1 (configuration not stated)	17	2	9	8	-12	1	-1.2	-2.0	93
65	COc1ccc(NC(=O)Cn2c(=O)n(CC3CCCO3)c(=O)c3ccccc32)c(OC)c1 (configuration not stated)	-4	-1	-3	14	-12	8	0.6	-1.0	100
66	COc1cccc(-c2cc(=O)c3cc(NC(=O)c4ccc(Cl)cc4)ccc3[nH]2)c1	-4	4	-16	2	-3	4	-3.5	-2.5	99

An excerpt. The share of hits here may be higher or lower than overall.
